From PubChem BioAssay
hIAP act: human IAP activation. P09923. purified human IAP, CDP-Star luminescence, 30 min; hits give high values; 1 = vehicle-only enzyme, 0 = enzyme-free background. activation factor at 10 µM. 330,000 compounds, 0.16% hits;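 active means activation factor of the enzyme at least 2-fold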; further: the source names both 10 and 20 µM as test concentration; values of inactives mirror those of a sister screen read the other way
Target sequence (P09923 whole entry, looked up): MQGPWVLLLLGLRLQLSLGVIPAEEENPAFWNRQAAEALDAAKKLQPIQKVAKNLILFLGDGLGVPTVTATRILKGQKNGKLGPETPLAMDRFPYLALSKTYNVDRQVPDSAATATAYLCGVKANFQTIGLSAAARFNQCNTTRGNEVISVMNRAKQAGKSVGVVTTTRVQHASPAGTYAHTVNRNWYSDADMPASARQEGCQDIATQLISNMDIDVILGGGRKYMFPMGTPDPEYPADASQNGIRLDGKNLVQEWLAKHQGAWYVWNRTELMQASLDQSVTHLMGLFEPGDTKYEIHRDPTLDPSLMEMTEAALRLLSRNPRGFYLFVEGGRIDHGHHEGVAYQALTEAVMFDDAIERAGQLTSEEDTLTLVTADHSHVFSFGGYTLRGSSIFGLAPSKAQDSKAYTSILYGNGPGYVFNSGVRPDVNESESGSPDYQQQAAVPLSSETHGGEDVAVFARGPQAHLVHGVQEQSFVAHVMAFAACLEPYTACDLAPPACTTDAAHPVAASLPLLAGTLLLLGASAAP
GRIN3A LBD mod: modulators (binders) of human NR3A ligand-binding domain | NR3A LBD differential scanning fluorimetry, Tm shift; 0% = protein alone, 100% = glycine-bound protein | Tm shift relative to glycine control, % at 25 µM | 340,000 compounds, 2.5% hits;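 active means melting temperature shift of at least 10% of the positive control shift, at one fixed dose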
SENP6 block: SENP6 protease inhibition. 330,000 compounds, 1.8% hits. inhibition, % at 10 µM. Recombinant SENP6 catalytic domain, aminoluciferin luminescence. AID 2599;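 active means inhibition above about 50% at the single tested dose, limit read from the data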;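 further: plate controls were DMSO wells with enzyme for no effect and DMSO wells lacking enzyme for full effect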
ATG4B inhibitor: inhibitors of human ATG4B cysteine protease; ATG4B cleavage of LC3-PLA2, NBD-HPC fluorescence, 1 h; inhibition, % at 8.33 µM; 340,000 compounds, 0.51% hits; in the data active means inhibition above about 40%
Target sequence (Q9Y4P1 whole entry, looked up): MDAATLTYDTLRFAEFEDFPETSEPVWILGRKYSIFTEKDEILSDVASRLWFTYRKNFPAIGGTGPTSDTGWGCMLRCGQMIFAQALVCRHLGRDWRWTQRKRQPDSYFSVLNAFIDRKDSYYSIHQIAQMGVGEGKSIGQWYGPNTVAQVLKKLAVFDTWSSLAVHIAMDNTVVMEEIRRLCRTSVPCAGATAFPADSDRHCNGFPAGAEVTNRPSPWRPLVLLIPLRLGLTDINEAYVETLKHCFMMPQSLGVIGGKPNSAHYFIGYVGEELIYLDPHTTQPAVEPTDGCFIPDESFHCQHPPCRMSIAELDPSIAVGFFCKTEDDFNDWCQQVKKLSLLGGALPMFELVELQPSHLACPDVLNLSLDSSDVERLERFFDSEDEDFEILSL
SENP1 inh: SENP1 (human) catalytic domain inhibition. Q9P0U3. recombinant SENP1 catalytic domain, CyPet-SUMO1-YPet FRET cleavage. inhibition, % at 10 µM. 360,000 compounds, 0.21% hits;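 active means inhibition at least 30% at 10 µM, raw YFP signal under a set limit, fluorescence ratio 0.5 to 1.5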;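 further: 0% = enzyme with DMSO and 100% = no enzyme wells; some results filed as inactive read as strong as hits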
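Compound: 10 µM single point, 0.5% DMSO; Test system: hSENP1 catalytic domain, recombinant; Timing: 50 min reaction at room temperature; Technique: FRET, CFP and YFP emission; Control set: no-enzyme wells low, DMSO-plus-enzyme wells high control.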
SENP8 inh: inhibitors of human SENP8 protease; Q96LD8; recombinant SENP8, Nedd8 substrate fluorescence; inhibition, % at 20 µM; 360,000 compounds, 0.64% hits; in the data active means inhibition mostly above about 40%, no sharp cut-off; inactive means mostly below about 27%
PfG6PD inh: PfG6PD (Plasmodium falciparum) enzyme inhibition; PfGluPho enzyme, NADPH resazurin-diaphorase fluorescence; inhibition, % at 20 µM; 350,000 compounds, 0.78% hits;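 active means inhibition reaching at least a set limit at 20 µM in the primary screen, cut at about 59% in these data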;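 further: 0% = DMSO wells with substrate and 100% = DMSO wells lacking glucose-6-phosphate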
MPTP block: permeability transition pore inhibition; isolated mouse mitochondria, Ca2+ swelling absorbance, 30 min; inhibition, % at 10 µM; 360,000 compounds, 1.4% hits;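 active means inhibition of 50% or more, scaled per plate between neutral and stimulator controls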;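 further: 0% = DMSO wells given calcium and 100% = 1 mM EGTA wells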
Active calls of the source: *; i = inactive; . = no result given. Hits appear at their usual frequency. Share with any hit: about 6.7%.

canonical_smiles,hIAP act,GRIN3A LBD mod,SENP6 block,ATG4B inhibitor,SENP1 inh,SENP8 inh,PfG6PD inh,MPTP block
COc1cc(C2Nc3cc(C)c(C)cc3NC3=C2C(=O)CC(C)(C)C3)ccc1OC(C)=O (configuration not stated),1,1,-13,0,0,-8,-12,0.5
O=C(NCCNc1ccccc1[N+](=O)[O-])c1ccccc1F,0.88,0,7,6,1,19,29,0.8
CCc1ccccc1NC(=O)CN1CCN(C(=O)CNC(=O)Cc2cccc3ccccc23)CC1,0.95,-2,-28,-9,0,2,3,1.4
C=CCc1ccc(O)c(-c2ccc(O)c(CC=C)c2)c1,0.89,5,-11,-16,0,-3,28,4.3
CN(C)c1ccc(C(C#N)c2ccccc2)nn1 (configuration not stated),0.8,0,5,-12,2,-4,-6,-0.8
FC(F)(F)c1nc2ccccc2nc1N/N=C/c1c(Cl)cccc1Cl,1,-13,-8,4,-3,14,12,4.1
CC(C)CC1NC(=O)N(CC(=O)N2CCN(S(=O)(=O)c3ccc(Cl)cc3)CC2)C1=O (configuration not stated),1.3,-4,-8,0,-1,20,-14,1.9
CCOC(=O)Nc1ccc(C(N)=O)cc1,0.93,-2,-11,1,0,9,-9,-1.8
CCc1ccccc1NC(=O)c1cc(-c2ccc(F)cc2)on1,1.1,2,-29,-4,3,-18,20,1.2
C=C(C)CSc1nc(N)cc(=O)[nH]1,1.1,0,3,-1,0,16,-5,-5.4
COc1ccc(NC(=O)CCC(=O)N2CCC(c3ccccc3)=N2)cc1S(=O)(=O)N1CCCCC1,.,-1,.,4,-1,-2,-11,-0.4
Cc1ccc(C(C(=O)NCCc2ccccc2)N(C(=O)c2csnn2)C2CC2)cc1 (configuration not stated),1.2,0,-8,-6,0,4,6,-0.2
Cc1cc(C(=O)C(C)OC(=O)c2ccc(NC(=O)CC#N)cc2)c(C)n1-c1ccc(OC(F)F)cc1 (configuration not stated),1,4,-12,-19,-25,-41,9,1.7
Nc1ccn([C@@H]2O[C@H](CNCc3cnc(N4CCOCC4)nc3)[C@@H](O)[C@H]2O)c(=O)n1,.,.,.,.,2,4,3,-1.4
CC(=O)c1c(C)[nH]c(C(=O)OCc2ccc(Br)cc2)c1C,1.1,-31,-13,-13,2,13,10,8.1
CC1C(=O)C(C)C(c2ccc(Cl)cc2)NC1c1ccc(Cl)cc1 (configuration not stated),1.2,0,-8,0,2,36,20,5.9
O=C(Nc1cccc(S(=O)(=O)Nc2ccc(Cl)cc2)c1)c1ccc[n+]([O-])c1,0.92,1,9,-5,2,3,-23,-0.4
COc1cc(C2C3=C(CC(C)(C)CC3=O)OC(N)=C2[N+](=O)[O-])ccc1O (configuration not stated),0.95,0,-4,-10,-2,23,21,1.0
Cc1cc(=O)oc2cc(OC(C)C(=O)NC3CCCC3)ccc12 (configuration not stated),1,1,-16,4,-6,-156,2,0.7
CCOC(=O)c1cnc2nc(Cc3ccccc3)[nH]n2c1=O,0.82,-2,-10,-2,2,17,-9,0.4
c1ccc2nc(NN=C3CCCCC3)ccc2c1,.,-2,.,2,-14,-196,-15,0.4
COc1ccc(NC(=O)COc2ccc(Br)cc2)c(OC)c1,0.85,-1,-34,-3,-1,17,-2,2.6
O=C(Nc1ccccc1F)C1CCCN(S(=O)(=O)c2cccc3cccnc23)C1 (configuration not stated),1.1,-2,15,-2,2,28,-3,-1.8
NC(=O)c1csc(CCNC(=O)c2ccccc2)n1,.,.,.,.,-1,15,4,-1.2
CC(C)n1cnc2cc(NCc3ccco3)ccc21,1,1,-2,2,-17,-20,15,-3.8
N#C/C(=C(/O)COC(=O)c1ccccc1O)c1nc2ccccc2s1,1,13*,38,13,-49,-43,-20,100*
O=C(NCc1ccccc1)c1nnc(CS(=O)(=O)c2ccccc2)o1,0.97,-3,-8,-19,1,20,-1,-1.0
CSc1nc(Sc2ccc(Cl)cc2)c2ccccc2n1,0.96,-1,-4,-9,2,-76,9,2.6
Cc1ccc(-n2c(SCC(N)=O)nc3c(oc4ccccc43)c2=O)cc1,0.9,-11,13,1,-11,16,29,-0.1
CCOC(=O)c1c(-c2ccc(OC)cc2)csc1/N=C/N(C)C,1,-8,-3,-5,0,-4,-7,-0.2
CCSc1ncc(Cl)c(C(=O)Nc2ccc(S(N)(=O)=O)cc2)n1,1,3,-15,-2,1,18,-10,-0.2
CC(C)c1ccc(C(=O)Nc2ccc(N3CCOCC3)cc2)cc1,0.85,-1,-22,19,0,26,6,-0.1
CC12CC(c3ccccc3O1)N(C(=O)c1ccco1)C(=O)N2c1ccccc1 (configuration not stated),1.1,-2,-19,-5,2,14,2,-0.9
COc1cc(C(=O)NCC2CCCO2)ccc1OCc1ccccc1 (configuration not stated),0.96,-1,-17,9,2,4,-15,0.3
Cc1cn([C@H](C(=O)NCCCCCCCCCCC(=O)N2CCN(C(=O)OC(C)(C)C)CC2)[C@@H](C)O)nn1,0.91,-1,5,-5,-1,18,-5,1.0
CC(C)C[C@H](NC(=O)OC(C)(C)C)C(=O)N[C@@H](CO)[C@H](O)[C@@H]1C[C@@H]1C(=O)N(C)C,1.1,3,-20,2,0,10,-19,-0.7
COc1ccc(N/C(C)=C2/C(=O)C(=O)N(CCO)C2c2ccc(Br)cc2)cc1 (configuration not stated),0.93,-2,14,-12,0,28,-13,-0.6
Cc1cccc(N2CCCC2=Nc2ccc(Br)cc2C#N)c1,0.88,-1,-7,-6,1,2,0,1.5
CC(NC(=O)c1cc2cc(F)ccc2[nH]1)c1ccccc1 (configuration not stated),0.94,-1,-15,-9,-5,-23,-5,2.2
Cc1cc(=O)[nH]c(SCC(=O)C23CC4CC(CC(C4)C2)C3)c1C#N,1,-9,-7,2,-5,1,3,85*
COC(=O)c1ccc(C(=O)OC)c(NC(=O)CCC(=O)O)c1,0.97,0,-5,0,-30,-275,-5,0.4
CC(=O)N1CCN(C(=O)c2ccc(-n3c(C)ccc3C)cc2)CC1,1,-4,-23,-1,-6,2,-7,-0.6
CCOc1ccc(CN(C)CC(=O)Nc2ccc(N3CCOCC3)cc2)cc1OC,1,-5,-26,1,-1,14,2,0.9
COc1ccc(-c2csc(N3CCOCC3)n2)cc1OC,1.9,3,9,-5,1,10,21,-2.0
COc1cccc(C(=O)NCCN2C(=O)S/C(=C/c3cccs3)C2=O)c1OC,0.87,-1,-14,-15,0,17,10,0.3
N#CCCN(C(=O)COC(=O)/C=C/c1cccs1)c1ccccc1,1.1,1,-25,-7,1,36,5,0.4
O=C(Cn1cnc2ccc(Br)cc2c1=O)c1cccs1,0.89,1,19,-6,1,29,-2,-4.8
CCOc1ccc(NS(=O)(=O)c2ccc(NC(=S)NC(=O)CC(C)C)cc2)cc1,0.94,-1,-20,-1,0,27,8,0.8
O=C1CN(c2nc3ccccc3n3cnnc23)CC(=O)N1CCc1ccccc1,0.86,0,8,-1,0,-31,17,-2.5
O=C(COC(=O)COc1ccccc1F)Nc1cccc(S(=O)(=O)N2CCCCC2)c1,1.2,-4,5,-2,3,24,20,0.2
CS(=O)(=O)c1ccc(Cl)c(NC(=O)COC(=O)c2c(Cl)cccc2Cl)c1,1,-2,-8,-12,-1,23,10,-0.4
c1ccc(CN2CCCC3(CCCN(Cc4nc(CC5CC5)no4)C3)C2)cc1 (configuration not stated),0.96,0,15,-1,-1,5,-26,0.3
Cc1ccc(C(=O)NCCN2CCCC2)cc1,1,-7,-6,-7,0,20,-9,1.4
CCCC(OC(=O)CC1Sc2ccccc2NC1=O)C(=O)NCc1ccco1 (configuration not stated),1.1,-1,-1,6,6,6,19,0.8
Cc1ccc(NC(=O)COC(=O)C2CC3C=CC2C3)cc1S(=O)(=O)N1CCCCC1 (configuration not stated),1.1,-7,-2,1,3,24,-2,34
COc1cc(OC)nc(S(C)(=O)=O)n1,0.91,2,9,0,-1,10,12,1.0
CN1CCN(C(=S)C(=O)NCc2ccccc2)CC1,1.1,-1,13,-4,3,21,1,-0.3
Cn1c2ccccc2c2n[nH]c(=O)nc21,0.96,-2,7,5,0,14,-10,-0.4
C=CCOc1ccccc1C(=O)/C=C1/C(=O)Nc2ccccc21,0.89,5,-3,-8,-1,11,20,-0.3
O=C(CC1C(=O)NCCN1C(=O)Nc1ccccc1)Nc1cccc(Cl)c1 (configuration not stated),0.99,0,-29,-6,3,2,13,-1.9

One compound at a time (already shown). Order of values: hIAP act | GRIN3A LBD mod | SENP6 block | ATG4B inhibitor | SENP1 inh | SENP8 inh | PfG6PD inh | MPTP block
`Cc1ccc(NC(=O)COC(=O)C2CC3C=CC2C3)cc1S(=O)(=O)N1CCCCC1` (configuration not stated) is listed with 1.1 | -7 | -2 | 1 | 3 | 24 | -2 | 34
`CCCC(OC(=O)CC1Sc2ccccc2NC1=O)C(=O)NCc1ccco1` (configuration not stated) is listed with 1.1 | -1 | -1 | 6 | 6 | 6 | 19 | 0.8
`O=C(COC(=O)COc1ccccc1F)Nc1cccc(S(=O)(=O)N2CCCCC2)c1` is listed with 1.2 | -4 | 5 | -2 | 3 | 24 | 20 | 0.2

(cont.)
canonical_smiles,hIAP act,GRIN3A LBD mod,SENP6 block,ATG4B inhibitor,SENP1 inh,SENP8 inh,PfG6PD inh,MPTP block
COC(=O)C1CCN(CC(=O)N(C)c2c(N)n(Cc3ccccc3)c(=O)[nH]c2=O)CC1,1.2,-4,-19,-10,-6,4,-8,0.7
CCNC(=S)NNC(=O)c1nn(C)c(C)c1Cl,1.4,1,-27,-1,2,2,-10,-1.7
CNc1cc(N2CCCCCC2)ccc1[N+](=O)[O-],0.68,1,-8,19,4,27,-8,-0.6
COCCNC(=O)NC(=O)COC(=O)C12CC3CC(CC(NC(C)=O)(C3)C1)C2,1.2,1,5,-1,1,8,-3,-3.0
O=C(c1ccc([N+](=O)[O-])cc1)N1CCOC12CCN(c1ncc(C(F)(F)F)cc1Cl)CC2,1.2,2,9,-4,3,14,-12,1.5
N#Cc1ccc(NCCc2ccccn2)c([N+](=O)[O-])c1,1.1,0,-23,-12,5,11,14,-0.3
CC(=O)Nc1ccc(NC(=O)CCn2c(=S)oc3ccccc32)cc1,0.87,1,-3,-2,-1,2,-5,0.1
Cn1ncc([N+](=O)[O-])c1C(=O)Nc1ccn(Cc2ccccc2F)n1,0.97,-1,6,9,0,4,1,-0.4
OCCNc1nc(NCCC2=CCCCC2)nc(N2CCOCC2)n1,1.3,-2,-19,5,4,22,0,8.7
Cn1nc(C(=O)Nc2nc3ccccc3[nH]2)ccc1=O,0.81,-3,-17,0,1,6,-3,0.6
COc1ccccc1Nc1ccc(C(=O)NC2CCCCC2)cn1,1.1,-26,-14,-5,0,-87,-12,2.2
O=C(CSc1ncccn1)NC(=O)Cc1ccccc1,1,-1,6,-4,-1,1,-2,-0.5
O=C(Nc1ncn[nH]1)c1ccccc1O,0.71,0,0,-6,3,-456,6,0.4
COc1ccc(NC(=O)C(NC(C)=O)C(=O)NCc2ccc(F)cc2)cc1 (configuration not stated),0.82,-11,0,2,1,21,-3,-1.4
O=C(Nc1ccccc1)c1ccccc1C(=O)N1CCCCC1,0.98,-4,0,-15,2,1,8,0.7
C[C@H](O)[C@@H]1C(=O)N2CCc3c([nH]c4ccccc34)[C@@H]2C[C@@H]1N(C)C(=O)NC1CCCCC1,.,.,.,.,-33,-413,-1,-2.9
O=c1oc2ccccc2n1Cc1ccccc1,1.1,-3,-3,-3,0,-4,3,-0.5
CCCn1nc2cc(C(=O)NC3CCCc4ccccc43)ccc2c1OCC (configuration not stated),0.91,4,-33,7,2,i,-13,0.7
CCCCOc1ccccc1C(=O)NCC(=O)O,0.95,-2,19,-10,2,15,-10,0.4
Cc1cc(C)c(NC(=S)N(CCCN2CCN(C)CC2)Cc2cccs2)c(C)c1,1.2,-2,10,-8,1,12,1,-0.5
